TTR transcr act: TTR transcription activation, primary screen. SH-SY5Y TTR promoter Gaussia luciferase, luminescence; 100% = recombinant luciferase protein wells. activation, % at 16.7 µM. actives 1.3% (n = 92,000). AID 1117267;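 active = activation above the mean of all tested compounds plus 3 SD, cut at about 9.5% in these data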;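 note: cells exposed to compounds for one day before reading; 0% = median of all test compound wells on the plate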
* = called active by the depositor.

COC(=O)[C@@]1(C#N)[C@@H]2C=CC(C(C)=O)=CN2[C@@H](C(N)=O)[C@@H]1c1ccc(F)cc1
  TTR transcr act: 1.8
COc1ccc(CNC(C)Cc2cccs2)cc1 (configuration not stated)
  TTR transcr act: -1.2
COc1ccccc1-n1c(O)c(/C=N/NC(=S)Nc2ccccc2)c(=O)[nH]c1=S
  TTR transcr act: 13.5*
CC(O)(CS(=O)(=O)c1ccccc1)C(=O)Nc1ccc(C(F)(F)F)cc1 (configuration not stated)
  TTR transcr act: 4.8
CC[C@H]1CN(C)C[C@@]2(C(=O)OC)Cc3c([nH]c4ccccc34)C(=O)C[C@@H]12
  TTR transcr act: -0.6
O=c1[nH]c2ccccc2n1C1CCN(C(c2cccc3ccccc23)c2nnnn2-c2ccc3c(c2)OCCO3)CC1 (configuration not stated)
  TTR transcr act: -4.1
O=[N+]([O-])c1ccc(N2CCOCC2)c2ccncc12
  TTR transcr act: -0.7
CCC(C)n1c(O)c(C=NCC2CCCO2)c(=O)[nH]c1=S (configuration not stated)
  TTR transcr act: -1.3
CCC(C)C12CN3CCN(CC(C)(C3)C1=O)C2 (configuration not stated)
  TTR transcr act: -2.2
C[C@]12C[C@H](O)[C@@H](O)C[C@@H]1CC[C@@H]1[C@@H]2CC[C@]2(C)C(=O)CC[C@@H]12
  TTR transcr act: -0.1
CN(C)CCN=Cc1c(O)n(CCC2=CCCCC2)c(=O)[nH]c1=O
  TTR transcr act: 0.8
COc1cccc(CN2CCCCC2c2cccnc2)c1 (configuration not stated)
  TTR transcr act: -1.5
CC1=C(C(=O)N2CCC3(CC2)OCCO3)C2(CCC(C)CC2)OC1=O (configuration not stated)
  TTR transcr act: -0.3
COC(=O)C1=C(c2c(C)noc2C)C[C@@H]2CC[C@H]1N2C(=O)N1CCC(O)CC1
  TTR transcr act: 2.8
CCn1c(C)cc(/C=C2\C(=O)NC(=O)N(c3ccccc3C)C2=O)c1C
  TTR transcr act: 1.1

COC(=O)C1=C(c2c(C)noc2C)C[C@@H]2CC[C@H]1N2C(=O)N1CCC(C)CC1
  TTR transcr act: -1.5
Cc1nc(C)c(C(=O)NN=Cc2ccc(N(CCCl)CCCl)cc2)s1
  TTR transcr act: 2.0
O=C(NCCN1CCCCC1)c1ccc(Cl)nc1Cl
  TTR transcr act: -0.6
Cc1c(C(=O)Nc2ccccc2)cc(-c2ccccc2)n1CCCN1CCOCC1
  TTR transcr act: -0.1
O=c1[nH]c(=O)n(Cc2ccc(F)cc2)c(O)c1/C=N/Nc1ccccc1
  TTR transcr act: -0.1
C/C(CCc1c[nH]c2ccccc12)=N\O
  TTR transcr act: -0.3
Cc1ccccc1CC(=O)N(CCN(C)C)CC1CCCN(Cc2ccccc2F)C1 (configuration not stated)
  TTR transcr act: 1.1
CC(C)CN1CCN(Cc2ccccc2C(F)(F)F)CC1CCO (configuration not stated)
  TTR transcr act: 0.1
CC(=O)NCC(=O)Nc1ccc(Br)cc1C(=O)c1ccccc1
  TTR transcr act: -0.6
Cn1c(O)c(C2=NN(C(=O)CCl)C(c3ccccc3)C2)c(=O)n(C)c1=O (configuration not stated)
  TTR transcr act: -0.2
O=C1NC(=O)C2(CCCc3ccc(N(CCCl)CCCl)cc32)N1 (configuration not stated)
  TTR transcr act: -1.7
CCCC(=O)NC(Oc1ccccc1Cl)C(Cl)(Cl)Cl (configuration not stated)
  TTR transcr act: -0.2
Cc1cccc(NC(=S)N2CC3CC(C2)c2cccc(=O)n2C3)c1C (configuration not stated)
  TTR transcr act: 1.1
COC(=O)C1=C(c2cccc(OCc3ccccc3)c2)C[C@@H]2CC[C@H]1N2C(=O)NCc1cccc(OC)c1
  TTR transcr act: -2.5
CCn1c(C)c(C(=O)O)c2cc(OC)ccc21
  TTR transcr act: -1.3

Exported with tabs: entries from further up
Structure	TTR transcr act
COC(=O)C1=C(c2c(C)noc2C)C[C@@H]2CC[C@H]1N2C(=O)N1CCC(C)CC1	-1.5
Cc1nc(C)c(C(=O)NN=Cc2ccc(N(CCCl)CCCl)cc2)s1	2.0
O=C(NCCN1CCCCC1)c1ccc(Cl)nc1Cl	-0.6
Cc1c(C(=O)Nc2ccccc2)cc(-c2ccccc2)n1CCCN1CCOCC1	-0.1
O=c1[nH]c(=O)n(Cc2ccc(F)cc2)c(O)c1/C=N/Nc1ccccc1	-0.1
C/C(CCc1c[nH]c2ccccc12)=N\O	-0.3

Structural class, the compounds so far containing fluorine
COC(=O)[C@@]1(C#N)[C@@H]2C=CC(C(C)=O)=CN2[C@@H](C(N)=O)[C@@H]1c1ccc(F)cc1
  TTR transcr act: 1.8
CC(O)(CS(=O)(=O)c1ccccc1)C(=O)Nc1ccc(C(F)(F)F)cc1 (configuration not stated)
  TTR transcr act: 4.8
O=c1[nH]c(=O)n(Cc2ccc(F)cc2)c(O)c1/C=N/Nc1ccccc1
  TTR transcr act: -0.1
Cc1ccccc1CC(=O)N(CCN(C)C)CC1CCCN(Cc2ccccc2F)C1 (configuration not stated)
  TTR transcr act: 1.1
CC(C)CN1CCN(Cc2ccccc2C(F)(F)F)CC1CCO (configuration not stated)
  TTR transcr act: 0.1

Remaining list, next part:
C1=NCCCN2CCCCC12 (configuration not stated)
  TTR transcr act: -0.8
CCC(=NCc1ccco1)c1c(O)n(-c2ccccc2C)c(=O)[nH]c1=O
  TTR transcr act: -0.7
COc1cc(N2CCOCC2)ccc1/C=C1\C(=O)NC(=O)N(Cc2cccs2)C1=O
  TTR transcr act: 1.1
CC(C)(C)Cc1nnc(NC(=O)COc2ccc(Cl)cc2Cl)o1
  TTR transcr act: 2.0
COc1ccc(C(=O)C2CCCN(Cc3cnc(C)s3)C2)cc1OC (configuration not stated)
  TTR transcr act: 2.6
Cc1c(N=Nc2c(O)[nH]c(=S)[nH]c2=O)c(=O)n(-c2ccccc2)n1C
  TTR transcr act: 2.3
Cc1cc(C)cc(N2C(=O)NC(=O)/C(=C\c3cccn3-c3ccc(Cl)cc3)C2=O)c1
  TTR transcr act: -5.9
CC(=O)NC(C)Cc1ccccc1 (configuration not stated)
  TTR transcr act: -1.7
Cn1c(O)c(C=NCc2cccs2)c(=O)n(C)c1=O
  TTR transcr act: 2.9
O=C(c1ccco1)c1cn(Cc2ccc(Cl)cc2)c2ccccc12
  TTR transcr act: -5.6
CN1CCN(Cc2ccccc2Sc2ccccc2)CC1
  TTR transcr act: -1.9
COc1ccc(NC(=S)NC(NC(=O)CF)C(Cl)(Cl)Cl)cc1[N+](=O)[O-] (configuration not stated)
  TTR transcr act: -0.2
CCC(CC)NCc1c[nH]c2ccccc12
  TTR transcr act: 1.4
Cc1ccccc1CCNCc1ccc(Br)cc1
  TTR transcr act: -1.5
COc1ccc(-n2nc(C(=O)NCC(=O)N3CCC4(CC3)OCCO4)c3ccccc3c2=O)cc1
  TTR transcr act: -1.2

Ordered by count of non-hydrogen atoms (high to low): part of the list above
CC[C@H]1CN(C)C[C@@]2(C(=O)OC)Cc3c([nH]c4ccccc34)C(=O)C[C@@H]12
  TTR transcr act: -0.6
CC(C)CN1CCN(Cc2ccccc2C(F)(F)F)CC1CCO (configuration not stated)
  TTR transcr act: 0.1
O=[N+]([O-])c1ccc(N2CCOCC2)c2ccncc12
  TTR transcr act: -0.7

Among those listed so far, these contain a CF3 group:
CC(O)(CS(=O)(=O)c1ccccc1)C(=O)Nc1ccc(C(F)(F)F)cc1 (configuration not stated)
  TTR transcr act: 4.8
CC(C)CN1CCN(Cc2ccccc2C(F)(F)F)CC1CCO (configuration not stated)
  TTR transcr act: 0.1

Next part.
CCOc1ccc(N=Cc2c(O)n(Cc3ccccc3)c(=S)[nH]c2=O)cc1
  TTR transcr act: 1.1
C=CCN1CC[C@]23c4c5ccc(O)c4OC2C(=O)CC[C@@]3(O)[C@H]1C5 (some centres not stated)
  TTR transcr act: 0.2
CCCCNc1ccncc1S(=O)(=O)NC(=O)NC(C)C
  TTR transcr act: 6.0
O=c1[nH]c2ccccc2n1C1CCN(C(c2ccccc2)c2nnnn2-c2ccc3c(c2)OCCO3)CC1 (configuration not stated)
  TTR transcr act: -1.9
O=C(N/N=C/c1c(O)n(Cc2ccc(F)cc2)c(=S)[nH]c1=O)c1ccncc1
  TTR transcr act: 0.3
COC(=O)C1C(c2ccc(Cl)cc2)CC2CCC1N2C (configuration not stated)
  TTR transcr act: -1.2
CC1CCN(C(=O)CCl)CC1
  TTR transcr act: -1.5
CCC(C)c1cnc(CC(C)C)c(=O)n1O (configuration not stated)
  TTR transcr act: 1.4
O=[N+]([O-])c1ccc(N2CC2)c([N+](=O)[O-])c1
  TTR transcr act: 3.2
CN/C=C(/Cl)P(=O)(OC(C)C)OC(C)C
  TTR transcr act: 4.1
CC1(C)CC(=O)C(C=NCCN2CCN(C(=O)Cc3ccc(Cl)cc3)CC2)=C(O)C1
  TTR transcr act: -1.1
Nc1ccc(-c2ccccc2)cc1
  TTR transcr act: -2.3
Fc1ccc(C2=CCN(C(c3ccc(Cl)cc3)c3nnnn3Cc3ccccc3)CC2)cc1 (configuration not stated)
  TTR transcr act: -0.7
COc1cccc(CNCCc2ccc(F)cc2)c1
  TTR transcr act: 1.2
CC/C(=N\Nc1ccccc1)c1c(O)n(C)c(=O)n(C)c1=O
  TTR transcr act: 2.1
COC(=O)C1=C(c2ccc(-c3ccccc3)c(F)c2)C[C@@H]2CC[C@H]1N2C(=O)NCCO
  TTR transcr act: -1.3
Cc1cccc(OP(N)(=O)Oc2cccc(C)c2C)c1C
  TTR transcr act: 0.3
CC(C)C(=O)Nc1nnc(CCN(CCc2nnc(NC(=O)C(C)C)s2)[N+](=O)[O-])s1
  TTR transcr act: 4.3

Not all compounds are listed; count on the stated rates, not on these rows.
